BAZ2B inh: blocks human BAZ2B. Q9UIF8. AlphaScreen BAZ2B-H3K14Ac peptide displacement. Potency, µM (highest dose often 114 µM), without a hit: top-dose activity change, negative = inhibition, most hits filed as inhibitors. 360,000 compounds, 4.4% hits. AID 504333; note: % is set by controls: 0 for no effect and ±100 for the full control effect; nearly all actives have a fitted effect of over 60% in size
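Multi-concentration screen (max 110 uM) measuring displacement of acetylated histone H3 peptide from BAZ2B by AlphaScreen, using 50 nM protein, 50 nM peptide and 10 ug/mL streptavidin donor plus Ni-chelate acceptor beads.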
BLM inh: Bloom syndrome helicase (human) inhibition. Potency, µM (highest dose often 56.1 µM), for inactives: at the highest dose activity change, negative = inhibition, most hits filed as inhibitors. P54132. 350,000 compounds, 0.2% hits. AID 2528. recombinant BLM DNA unwinding, fluorescence dequenching;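 note: plate controls were vehicle for no effect and no enzyme for full effect; nearly all actives have a fitted effect of over 35% in size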
G9a inh: inhibitors of human histone lysine methyltransferase G9a | Q96KQ7 | G9a H3K9 monomethylation, AlphaScreen, 2 h | Potency, µM (series often up to 102 µM), for inactives: at the top dose activity, negative = inhibition, actives largely listed as inhibitors | 350,000 compounds, 8.8% hits | AID 504332; note: % is set by controls: 0 for no effect and ±100 for the full control effect; nearly all actives have a fitted effect of over 75% in size
Target sequence (Q96KQ7 913-1193 limits assumed): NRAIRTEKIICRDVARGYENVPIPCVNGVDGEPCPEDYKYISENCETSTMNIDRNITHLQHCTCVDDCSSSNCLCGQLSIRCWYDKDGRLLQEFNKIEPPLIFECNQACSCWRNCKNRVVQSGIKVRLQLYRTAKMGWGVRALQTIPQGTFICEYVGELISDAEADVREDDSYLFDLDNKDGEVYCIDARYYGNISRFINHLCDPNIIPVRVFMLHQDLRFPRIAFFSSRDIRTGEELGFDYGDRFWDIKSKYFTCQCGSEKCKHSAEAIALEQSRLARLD
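Readings reflect AlphaScreen signal from monomethyl-H3K9 antibody detection. HMT at 20 nM; substrate b-H3K9 500 nM; cofactor SAM 20 uM; 2 h RT reaction; compounds tested as titrations in qHTS with 15 min preincubation.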
Anesthetic bind: candidate novel general anesthetic via apoferritin binding. apoferritin/1-aminoanthracene competitive binding, fluorescence. Potency, µM (highest dose often 77.5 µM), inactives show at the top dose activity change, negative = displacement, usual class: inhibitors. 350,000 compounds, 0.074% hits. P02791. AID 485281; note: % is set by controls: 0 for no effect and ±100 for the full control effect; nearly all actives have a fitted effect of over 20% in size
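Probe: 1-aminoanthracene (50% saturated, PBS). Protein: horse-spleen apoferritin, 10 uM. Incubation: 10 min, room temperature. Detection: 380 nm excitation, 535 nm emission. Analysis: normalized response, four-parameter Hill.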
APE1 inh: APE1 (human) endonuclease inhibition. P27695. recombinant APE1, TAMRA/BHQ-2 abasic DNA cleavage fluorescence. Potency, µM (top dose mostly 65.8 µM), inactives show at the top dose activity change, negative = inhibition, usual class: inhibitors. 350,000 compounds, 0.35% hits. AID 2517;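 note: plate controls were vehicle for no effect and reference inhibitor for full effect; nearly all actives have a fitted effect of over 55% in size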
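Step 1: APE1 (0.75 nM) with compound, 15 min RT. Step 2: add 50 nM fluorophore/quencher THF duplex. Step 3: three fluorescence reads 60 s apart (525/598 nm); read 3 minus read 1 = reaction progress.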
POLB inh: blocks human DNA polymerase beta activity. P06746. Pol beta primer extension/strand displacement, fluorescence kinetic. Potency, µM (titrated, usually from 114 µM), for inactives: at the highest dose activity change, negative = inhibition, most hits filed as inhibitors. 340,000 compounds, 1.3% hits. AID 485314; note: % is set by controls: 0 for no effect and ±100 for the full control effect
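Preincubation: enzyme (10 nM) with compound, 15 min, RT. Reaction: substrate added to 50 nM final. Reads: 0 and 10 min. Analysis: normalized, Hill fit.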
POLK inh: blocks human DNA polymerase kappa activity. purified Pol kappa, fluorescent DNA synthesis assay, 10 min. Potency, µM (highest dose often 107 µM), for the others: top-dose activity, negative = inhibition, actives largely listed as inhibitors. 400,000 compounds, 0.53% hits. AID 588579; note: % is set by controls: 0 for no effect and ±100 for the full control effect
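Kinetic fluorescence screen: compound preincubated 15 min RT with 10 nM enzyme; 50 nM substrate (final) initiates; reads at 0/10 min.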
Pol eta inh: blocks human DNA polymerase eta activity | Potency, µM (doses to about 114 µM), inactives show top-dose activity change, negative = inhibition, most hits filed as inhibitors | recombinant Pol eta, fluorescent DNA replication assay | 390,000 compounds, 1.2% hits | Q9Y253; note: % is set by controls: 0 for no effect and ±100 for the full control effect
Target sequence (Q9Y253 whole entry, looked up): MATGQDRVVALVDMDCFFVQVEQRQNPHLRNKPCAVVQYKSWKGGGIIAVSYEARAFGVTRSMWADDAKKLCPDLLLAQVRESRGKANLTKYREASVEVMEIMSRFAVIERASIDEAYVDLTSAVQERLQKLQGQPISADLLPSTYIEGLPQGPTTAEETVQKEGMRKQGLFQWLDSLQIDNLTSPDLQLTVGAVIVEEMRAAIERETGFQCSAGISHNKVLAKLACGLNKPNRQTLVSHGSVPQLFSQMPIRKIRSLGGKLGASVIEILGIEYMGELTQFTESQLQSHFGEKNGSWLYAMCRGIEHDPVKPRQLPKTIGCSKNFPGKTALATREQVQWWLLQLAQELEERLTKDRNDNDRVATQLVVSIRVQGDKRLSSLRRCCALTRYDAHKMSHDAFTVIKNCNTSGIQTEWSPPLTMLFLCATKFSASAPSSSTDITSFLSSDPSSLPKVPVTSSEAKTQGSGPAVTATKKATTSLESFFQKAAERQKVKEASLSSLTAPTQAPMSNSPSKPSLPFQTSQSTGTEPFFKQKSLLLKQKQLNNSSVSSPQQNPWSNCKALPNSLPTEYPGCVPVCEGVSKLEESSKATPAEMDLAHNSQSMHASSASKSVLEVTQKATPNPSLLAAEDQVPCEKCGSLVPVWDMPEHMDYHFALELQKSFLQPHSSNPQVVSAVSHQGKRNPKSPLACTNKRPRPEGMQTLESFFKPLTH
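Pol eta (10 nM) was preincubated with compounds for 15 min at room temperature, after which fluorescent replication substrate (50 nM final) was added to start the reaction. Fluorescence was read kinetically at 0 and 10 min.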
Pol iota inh: DNA polymerase iota (human) inhibition | Potency, µM (doses to about 115 µM), without a hit: at the top dose activity, negative = inhibition, most hits filed as inhibitors | Pol iota fluorescent replication assay, 10 min | 390,000 compounds, 1% hits
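Fluorescent replication assay read twice, at 0 min and 10 min after adding 50 nM (final) substrate. Enzyme (10 nM) and compounds were first incubated 15 min at room temperature; enzyme-free buffer wells were negative controls.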
* = called active by the depositor; u = inconclusive; x = not tested or not shown; [ ] = dose if it differs, or a comment. Calls come from the whole dose curve; as a rule, active = well fitted curve in the direction sought with a large enough effect; inconclusive = small, poorly fitted or top-dose-only effect, or another doubt; inactive = no such curve, though single readings can be large; an effect the other way counts as inactive or inconclusive. Potency is the fitted concentration of half-maximal effect. A portion of the library; the hit share may differ from the screen's.

SMILES | BAZ2B inh | BLM inh | G9a inh | Anesthetic bind | APE1 inh | POLB inh | POLK inh | Pol eta inh | Pol iota inh
CCOCc1cc(CN2CCC(CCC(=O)NC3CC3)CC2)ccc1OC | -3.3% | 3.6% | 12.9% | -0.1% | -9.0% | 39.8% | -11.4% | -2.6% | 9.9%
O=C(NCc1ccc(F)cc1)c1ccc(Cn2c(SCc3ccc(F)cc3)nc3cccnc32)cc1 | 1.2% | -1.4% | -9.1%[59 µM] | -5.1% | x | 17.5% | 6.6% | -14.4% | 27.9%
O=C(Nc1ccncc1)c1ccc2c(c1)C(=O)N(C1CCCCC1)C2=O | -13.7% | -6.4% | 0.7%[59 µM] | -21.5% | 14.7% | 20.0% | 4.7% | -13.9% | 12.1%
CCCNC(=O)Cc1c(C)n(C(=O)c2ccc(Cl)cc2)c2ccc(OC)cc12 | 0.5% | -1.0% | x | -21.9% | -6.5% | -0.8% | -19.6% | 5.4% | -1.4%
O=C(CNC(=O)c1ccco1)N=Nc1c(O)[nH]c2ccc([N+](=O)[O-])cc12 | -20.8% | -25.5% | u | -5.7% | 31.6% | u | u | u | u
CCOC(=O)c1sc2nc(CSc3ccccc3Cl)[nH]c(=O)c2c1C | x | -11.8% | -29.9% | -14.1% | -2.7% | -20.0% | -15.1% | -1.3% | 1.5%
Cc1cc(=O)oc(C)c1C(=O)NCCN1CCOCC1 | 2.6% | 0.1% | -8.9%[59 µM] | -2.7% | 4.9% | 6.7% | 0.0% | -15.5% | 4.5%
O=C(NCc1nc2ccccc2[nH]1)C1=C[C@@H](C2CCCCC2)C[C@@H](OCc2ccc(CO)cc2)O1 | -8.4% | 2.3% | 33.1%[59 µM] | -13.8% | u | 2.1% | -12.5% | -9.9% | 10.8%
Cc1ccc(C)c(OC2=NS(=O)(=O)c3ccccc32)c1 | -2.0% | -2.0% | x | -12.1% | -9.3% | 47.6% | -11.0% | -8.8% | 20.4%
COc1cc(Cl)cc(C(c2c(C(=O)O)[nH]c3ccccc23)c2c(C(=O)O)[nH]c3ccccc23)c1O | -9.8% | 1.7% | u | -1.2% | 22.9% | 89.1µM* | u | u | u
Nc1ccc(Oc2ccc3c(c2)C(=O)N(CC2CCCO2)C3=O)cc1 (stereo unspecified) | -20.3% | -1.6% | -5.3% | 8.6% | -0.4% | -1.8% | -8.9% | -12.5% | -0.6%
COc1ccnc(N2CCN(c3ccccc3)CC2)c1C#N | -1.6% | -3.5% | -3.4%[59 µM] | -5.9% | 1.1% | 3.7% | -17.2%[60.1 µM] | -1.8% | -20.1%
COc1ccccc1NC(=O)Cn1c(CN2CCCCC2)nc2ccccc2c1=O | -35.8% | -4.7% | -44.5%[59 µM] | -19.9% | 21.2% | 19.4% | -3.6% | -16.6% | 17.3%
Cc1ccc2nc(Nc3ccc(C)c(Cl)c3)c3nncn3c2c1 | 3.0% | -11.4% | 36.1% | -1.2% | -11.1% | 61.8% | 1.7% | -5.1% | 40.1%
O=C(Nc1cccnc1)c1ccccc1F | -1.1% | 0.7% | -5.0% | 7.3% | -4.3% | 3.9% | 4.5% | -11.5% | 9.3%
CC(C)CN(C(=O)CSc1nc2ccccc2o1)c1c(N)n(Cc2ccccc2)c(=O)[nH]c1=O | 8.0% | x | u | x | -1.1% | x | -1.5% | -11.1% | u
c1ccc(-c2nnc(SCc3cn4ccsc4n3)o2)cc1 | -3.0% | -4.5% | -23.7% | -15.2% | 8.9% | -12.8% | -13.3% | 6.2% | 10.5%
CC(C)CCNS(=O)(=O)c1ccc(-c2ccc(S(=O)(=O)NCCC(C)C)cc2)cc1 | 11.9% | -0.5% | 1.8%[12.7 µM] | -11.0% | -2.0% | 19.7% | -4.5% | -5.1% | 34.5%[activator]
O=c1oc(-c2cccs2)nc2sc3c(c12)CCCC3 | 4.5% | 1.5% | 12.4% | -6.7% | 6.4% | -1.4% | -3.4% | 8.8% | -4.1%
CCOC(=O)c1c(CCl)nc2ccccc2c1C | u | -1.5% | u | -11.3% | -4.0% | 11.5% | -11.6% | 11.7% | -0.7%
Cc1noc(-c2ccc(-c3noc(-c4ccc(Cl)cc4)n3)cc2)n1 | 5.7% | 0.7% | 8.1%[59 µM] | -0.7% | x | -21.4% | -10.3%[60.1 µM] | -3.1% | -5.1%
CCc1ccc(N(CC)C(=O)Cn2nc(Cc3cccnc3)c3ccccc3c2=O)cc1 | -21.1% | -3.7% | 0.7%[59 µM] | -15.0% | x | 27.5% | -7.2% | -1.4% | 3.1%
COc1cccc(NC(=S)NC(=O)Cc2ccc(Cl)cc2)c1 | 2.8% | -10.5% | 18.8% | u | 24.3% | 14.9% | 3.0% | -18.6% | 26.0%
Cn1c(=O)c2c(nc(CN3CCc4ccccc4C3)n2Cc2cccc(Cl)c2)n(C)c1=O | -1.2% | -15.0% | 8.91µM* | -13.2% | -9.8% | -11.5% | -10.4% | -10.3% | 38.2%[activator]
COCCn1c(=O)c(CCc2ccccc2)nc2cnc(Oc3ccc(OC)cc3)nc21 | x | -8.9% | 7.5%[0.501 µM] | x | -2.3% | x | -5.1%[60.1 µM] | x | x

The final 4 compounds of the part before lead into the next.
SMILES | BAZ2B inh | BLM inh | G9a inh | Anesthetic bind | APE1 inh | POLB inh | POLK inh | Pol eta inh | Pol iota inh
CCc1ccc(N(CC)C(=O)Cn2nc(Cc3cccnc3)c3ccccc3c2=O)cc1 | -21.1% | -3.7% | 0.7%[59 µM] | -15.0% | x | 27.5% | -7.2% | -1.4% | 3.1%
COc1cccc(NC(=S)NC(=O)Cc2ccc(Cl)cc2)c1 | 2.8% | -10.5% | 18.8% | u | 24.3% | 14.9% | 3.0% | -18.6% | 26.0%
Cn1c(=O)c2c(nc(CN3CCc4ccccc4C3)n2Cc2cccc(Cl)c2)n(C)c1=O | -1.2% | -15.0% | 8.91µM* | -13.2% | -9.8% | -11.5% | -10.4% | -10.3% | 38.2%[activator]
COCCn1c(=O)c(CCc2ccccc2)nc2cnc(Oc3ccc(OC)cc3)nc21 | x | -8.9% | 7.5%[0.501 µM] | x | -2.3% | x | -5.1%[60.1 µM] | x | x
Cc1ccc(/C=N/NC(=O)CCCOc2ccc(Cl)cc2Cl)cc1[N+](=O)[O-] | -3.1% | -14.4% | -37.2%[59 µM] | u | 11.8% | 20.5% | -12.0% | u | 0.4%
CCOC(=O)c1c(NC(=O)c2ccc(S(=O)(=O)N3CCC(C)CC3)cc2)sc2c1CCN(CC)C2 | 3.7% | 35.2%[activator] | 3.0%[59 µM] | 64.8%[activator] | x | -7.0% | -6.8%[60.1 µM] | -16.1% | 7.8%
COc1ccc2[nH]cc(CCNC(=O)c3ccc4ccccc4n3)c2c1 | u | -6.7% | 70.8µM* | -23.2% | 14.4% | -2.2% | -12.7% | -10.0% | 101.2%[activator]
COc1ccc2oc(C(=O)NC3(C)CCS(=O)(=O)C3)c(C)c2c1 (stereo unspecified) | 4.9% | x | -39.7% | x | 39.4%[activator] | x | -7.4% | 4.1% | 32.0%[activator]
COc1cc(C(=O)NC(=S)Nc2ccc(Cl)cn2)cc(OC)c1OC | -9.3% | -6.6% | 4.5% | -9.1% | -21.9% | 1.3% | 18.4% | -16.9% | 5.6%
COc1ccc(OC(=O)c2cn(-c3cccc(OC)c3)c(=O)c3ccccc23)cc1 | 1.3% | -6.7% | 3.7%[59 µM] | -18.6% | x | -21.0% | -2.0%[60.1 µM] | -17.3% | 16.1%
Cc1ccc(N2CC(C(=O)OCc3ccccc3F)CC2=O)cc1 (stereo unspecified) | 10.2% | -4.1% | u | -12.1% | -3.2% | -1.6% | -19.8% | -8.0% | 12.4%
CCC(CO)Oc1cc(NCc2cc(C)cc(C)c2)c2ncn(C(C)C)c2c1 (stereo unspecified) | x | x | x | x | 15.8% | x | 3.8% | -9.4% | -18.5%
COc1ccc(NC(=S)NNC(=O)OC(C)(C)C)cc1OC | 0.9% | -2.4% | u | -14.4% | -1.0% | 3.7% | 8.8% | -13.6% | 20.6%
CC(C)n1cc(CN2CCCC(C(=O)Nc3cccc(-c4cc5ccccc5[nH]4)c3)C2)cn1 (stereo unspecified) | -37.5% | -12.2% | u | -16.8% | -15.3% | 18.8% | -10.6% | -14.6% | -6.4%
O=C(CS(=O)(=O)c1ccccc1)Nc1nc(-c2ccc(F)cc2)cs1 | -20.6% | -14.4% | u | -15.6% | -2.1% | 0.0% | 4.5% | -0.3% | 17.5%
S=C1NCN(Cc2ccco2)CN1 | 1.3% | -2.4% | 2.4% | -9.2% | 2.0% | 16.0% | -6.7% | -5.5% | -14.2%[58.9 µM]
CC(C)(C)c1ccc(CN(Cc2ccccc2)C(c2ccccn2)c2nnnn2C(C)(C)C)cc1 (stereo unspecified) | -7.2% | -12.1% | 14.8%[59 µM] | -22.7% | -1.4% | -25.5% | 1.4% | -2.3% | 22.5%
Cc1ccc(C2(C)NC(=O)N(CCOc3ccccc3)C2=O)cc1 (stereo unspecified) | 7.5% | -1.7% | x | -14.2% | -2.9% | 11.3% | -7.0% | -1.0% | 1.9%
CCSc1c(C(=O)NC)ccc2c1C(=O)c1ccccc1C2=O | -28.5% | -4.3% | 6.1% | -8.3% | -1.5% | 3.1% | -9.7% | 2.8% | 6.2%
C=C1CC[C@@]23CC[C@]4(C)[C@@](OC2=O)([C@@H]3C1)[C@H]1O[C@H]1C1[C@@]2(C)CC[C@H](O)C(C)(C)C2CC[C@]14C (stereo partly specified) | 4.5% | x | -2.6%[12.7 µM] | x | -1.2% | x | -0.4% | -18.2% | 36.9%[activator]
O=C(NCCc1ccccc1)c1nc(-c2cccs2)no1 | 0.1% | -1.7% | 52.0%[activator] | -21.9% | 1.3% | 0.0% | -6.9% | -10.0% | 3.9%
COc1ccc(-c2cc(C(F)(F)F)nc(N3CCCCCC3)n2)cc1 | 188.4%[activator] | -5.6% | x | -0.7% | 1.3% | 8.5% | -11.9% | -9.4% | 31.1%[activator]
O=C(NOCc1ccccc1)c1cccc([N+](=O)[O-])c1 | x | x | x | x | 7.5% | x | -3.7% | 1.5% | -10.8%

Bioassay records from PubChem.
